# IMPase cell inh – IMPase inhibition in cells; P97697; CHO-M1 cells, IP1 accumulation, HTRF TR-FRET ratio; inhibition (IP1 accumulation), % at 46.1 µM; 120,000 tested, under 10 active; AID 901; active = well fitted curve in the direction sought with a large enough effect in the signal ratio, not every such curve was filed as active; inconclusive = small, poorly fitted or top-dose-only effect, or a change in a side signal; inactive = no such curve, though single readings can be large or run the other way; the % refers to the signal ratio;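 note: cells stimulated with carbachol in lithium chloride buffer; plate controls were DMSO basal wells for no effect and reference inhibitor wells for full effect; higher means more IMPase inhibition seen as more IP1 and lower FRET ratio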
# Target sequence (P97697 whole entry, looked up): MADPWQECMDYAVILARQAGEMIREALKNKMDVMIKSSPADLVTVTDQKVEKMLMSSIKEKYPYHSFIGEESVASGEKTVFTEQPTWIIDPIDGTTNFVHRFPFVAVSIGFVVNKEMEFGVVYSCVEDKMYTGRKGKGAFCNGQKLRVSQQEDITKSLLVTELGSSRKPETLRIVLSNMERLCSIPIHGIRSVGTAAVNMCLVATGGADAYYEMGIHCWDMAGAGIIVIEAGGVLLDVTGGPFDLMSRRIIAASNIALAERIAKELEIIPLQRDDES
#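 In this qHTS, compounds (final up to 46 uM) act on CHO-M1 cells that are then activated through the M1 receptor with carbachol, in pH 7.4 buffer containing 50 mM LiCl, for 30 min. IP1 accumulation is quantified by the IP-One immunoassay.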
# ALOX15B inhib – blocks human 15-lipoxygenase 2 activity. O15296. purified 15hLO-2, xylenol orange hydroperoxide absorbance. Potency, µM (highest dose often 57.1 µM), for the others: at the top dose activity change, negative = inhibition, most hits filed as inhibitors. hit rate 0.56% among 110,000. AID 881; note: potency is the fitted concentration of half-maximal effect; nearly all actives have a fitted effect of over 60% in size; many of its hits are not listed in these tables
#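 Purified human 15hLO-2 (50 nM final) preincubated with compounds 15 min at room temperature in 25 mM Hepes pH 7.5, 0.01% Triton X-100, then 45 uM arachidonic acid added for 90 min; hydroperoxide detected via ferrous/xylenol orange, 573/405 nm absorbance ratio.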
# 12-hLO inh – 12-hLO (ALOX12) enzyme inhibition; Potency, µM (titrated, usually from 57.1 µM), without a hit: at the highest dose activity change, negative = inhibition, usual class: inhibitors; AID 1452; P18054; purified 12-hLO, xylenol orange hydroperoxide absorbance; hit rate 0.12% among 150,000; note: potency is the fitted concentration of half-maximal effect; nearly all actives have a fitted effect of over 55% in size; many of its hits are not listed in these tables
# Target sequence (P18054 whole entry, looked up): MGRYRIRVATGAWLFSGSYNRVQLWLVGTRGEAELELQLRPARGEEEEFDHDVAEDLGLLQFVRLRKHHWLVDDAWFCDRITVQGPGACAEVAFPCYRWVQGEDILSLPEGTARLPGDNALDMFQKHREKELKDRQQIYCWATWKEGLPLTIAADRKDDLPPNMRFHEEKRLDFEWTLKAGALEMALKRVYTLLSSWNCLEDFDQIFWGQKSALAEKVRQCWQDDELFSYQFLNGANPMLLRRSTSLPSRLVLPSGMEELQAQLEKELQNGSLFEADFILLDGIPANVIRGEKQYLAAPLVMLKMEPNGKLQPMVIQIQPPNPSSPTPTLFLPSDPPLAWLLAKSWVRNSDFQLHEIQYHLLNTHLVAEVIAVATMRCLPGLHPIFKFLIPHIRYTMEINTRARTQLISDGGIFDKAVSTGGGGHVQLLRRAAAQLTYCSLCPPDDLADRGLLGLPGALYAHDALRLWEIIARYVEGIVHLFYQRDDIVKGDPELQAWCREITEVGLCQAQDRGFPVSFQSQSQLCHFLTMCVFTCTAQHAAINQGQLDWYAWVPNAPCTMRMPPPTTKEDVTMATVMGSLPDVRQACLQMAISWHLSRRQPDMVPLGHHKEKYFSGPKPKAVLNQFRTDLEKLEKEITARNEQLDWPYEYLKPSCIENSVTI
#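 Hydroperoxide formation by human 12-lipoxygenase from 40 uM arachidonic acid was followed colorimetrically via ferric-xylenol orange complex, using the 573/405 nm absorbance ratio. Enzyme concentration was 150 nM, with 30 min reaction at room temperature.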
# PNC assembly inh – perinucleolar compartment assembly inhibition; hit rate 3.1% among 140,000; activity change (PNC), negative = inhibition, % at 10 µM; PC3M PTB-GFP, PNC prevalence imaging, 16 h; stronger effect = lower value;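 active = readout at or below -70, meaning at least 70% loss of cells showing the perinucleolar compartment, a nuclear body marking cancer cells; inconclusive = readout between -30 and a set limit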;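 note: plate controls were DMSO wells for no effect and camptothecin positive control wells for full effect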
#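 Compounds are pinned in duplicate onto adhered PC3M cells stably expressing GFP-tagged PTB and incubated 16 h at 37 C. Cells are then fixed, nuclei stained with Hoechst, and PNC-positive cells counted.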
# * = called active by the depositor; ? = inconclusive; . = no result given; [ ] = remark or other dose. Unless noted, calls come from the whole dose curve; as a rule, active = well fitted curve in the direction sought with a large enough effect; inconclusive = small, poorly fitted or top-dose-only effect, or another doubt; inactive = no such curve, though single readings can be large; an effect the other way counts as inactive or inconclusive. Unless noted, % is set by controls: 0 for no effect and ±100 for the full control effect. Not all compounds are listed; count on the stated rates, not on these rows.
IMPase cell inh,ALOX15B inhib,12-hLO inh,PNC assembly inh,mol
?,3%,-4%,1,CCN1C(=O)c2ccccc2S(=O)c2ccc(C(=O)N3CCCC3)cc21 (stereo not given)
6,-3%,-3%,3,CC(C)Sc1nc2c(c(=O)n1C)SC(C)C2 (stereo not given)
4,20%,-14%,27,Cc1nc(N2CCN(Cc3ccc4c(c3)OCO4)CC2)nc2c1C(=O)CC(c1ccco1)C2 (stereo not given)
-2,-3%,2%,-13,CCOc1ccc(S(=O)(=O)N(C)C)cc1-c1nc2c(C(C)(C)C)nn(C)c2c(=O)[nH]1
4,-2%,-13%,16,Cn1cccc1CNC(=O)Nc1ccccc1
1,5%,-6%,10,COC(=O)CC1(c2ccccc2)C(=O)c2ccccc2C1=O
2,-3%,4%,37,CC(=O)NC1(c2cccc(F)c2)CCN(CC(=O)NC2CCCCC2)CC1
1,9%,3%,23,Cn1c(-n2c(CCCN3C(=O)c4ccccc4C3=O)nc3ccccc3c2=O)nc2ccccc21
2,8%,-4%,-18,COc1ccccc1N1C(=O)C2CC(C)=C(C)CC2C1=O (stereo not given)
2,0%,-1%,?,COc1ccc(S(=O)(=O)Cc2ccc(C(=O)N3CCOCC3)o2)cc1
3,.,2%,-14,CC(C)NC(=O)COC(=O)CNC(=O)c1cc(Cl)cc([N+](=O)[O-])c1
-4,-1%,0%,-1,COc1cc(C)c(C(C)C)cc1S(=O)(=O)N1CCOCC1
-7,3%,6%,?,COCCCNC(=O)CCCn1c(=O)c2ccccc2n(CC(=O)Nc2c(C)cccc2C)c1=O
4,.,-2%,-24,C/C(=N\NC(=O)COc1ccc(C)cc1C(C)C)c1cc2ccccc2o1
.,.,-3%,?,Cc1[nH]c2ccccc2c1C(=O)CSC(=S)N(C)C1CCCCC1
-12,-1%,4%,?,CC12CCC(C(=O)NCc3ccc4c(c3)OCO4)(CC1=O)C2(C)C (stereo not given)
-7,-10%,-4%,-20,OCCOCCNc1ncnc2c1cnn2-c1ccc(Cl)cc1
4,.,-3%,-13,CC(=O)Nc1ccc(S(=O)(=O)N2CCN(c3ccc([N+](=O)[O-])c(NCCN4CCOCC4)c3)CC2)cc1
-4,-12%,2%,24,CCOC(=O)C1=C(C)N(Cc2ccccc2)C(=O)NC1c1ccc(OC)cc1 (stereo not given)
0,.,-1%,-100*,COc1ccc(-c2nc(C)sc2CC(=O)O)cc1
-1,3%,-6%,45,Cc1cc(NC(=O)C2CC=CCC2C(=O)O)no1 (stereo not given)
.,.,0%,?,COc1ccccc1OCC(=O)NNC(=O)c1cccs1
.,.,?,24,Cc1ccc(NS(=O)(=O)c2ccc(Cl)c(NC(=S)NC(=O)C3CCCCC3)c2)cc1Cl
-6,-3%,0%,?,CCOc1ccccc1NC(=O)C1CCCN1C(=O)OCc1ccccc1 (stereo not given)
5,-2%,6%,?,CCc1c(C)c2ccc(OCC(N)=O)cc2oc1=O

IMPase cell inh,ALOX15B inhib,12-hLO inh,PNC assembly inh,mol
.,.,0%,23,COc1ccc(-c2cc(C(F)(F)F)nc(NCc3cccs3)n2)cc1
-4,-1%,-2%,-19,CCc1ccc(C2C3=C(CC(C)(C)CC3=O)Nc3c2c(=O)[nH]c2nc(C)nn32)cc1 (stereo not given)
1,-7%,-9%,4,CCCCCCCCCCCC(=O)N/N=C/c1ccco1
2,3%,-4%,-3,COc1cc2c(cc1OC)C(C(=O)O)C(c1cc(Br)c(O)c(OC)c1)N(C)C2=O (stereo not given)
15,.,-2%,19,COc1ccc(-c2nc(CSCC(=O)N3CCN(c4cccc(C)c4)C(C)C3)c(C)o2)cc1OC (stereo not given)
-5,27%,1%,?,CCOc1ccc(CN2CCN(c3cc(C)nc4c5c(C)cc(C)nc5nn34)CC2)cc1
13,-7%,-7%,-20,CCCCc1ccc(Nc2nc(CCC)cc(=O)[nH]2)cc1
-2,4%,-1%,?,CCCn1c(SCC(=O)Nc2c(CC)cccc2CC)nnc1C(C)C
-20,-5%,-10%,23,COC(=O)c1c(C)[nH]c(C)c1-c1ccccc1Cl
4,.,-1%,?,Cc1cccc(Nc2nnc(SCC3CCCCO3)s2)c1C (stereo not given)
-5,-21%,-12%,50,CCOc1ccc(N(C(C)C(=O)Nc2ccc(OC)cc2)S(C)(=O)=O)cc1 (stereo not given)
.,.,0%,?,COc1cc(-c2nc(-c3cccnc3)no2)cc(OC)c1OC
1,.,-3%,-28,Cc1ccc(NC(=O)CSC2=NCCN2)cc1
-3,-16%,4%,29,COc1ccc(Oc2coc3cc(OC(=O)c4cccs4)ccc3c2=O)cc1
1,.,2%,-28,COc1ccc(-c2nc(N3CCCC3)[nH]c(=O)c2C#N)cc1
-7,-6%,-2%,-127*,Cc1c(C(=O)Nc2ccccc2N2CCOCC2)sc2nc3n(c(=O)c12)CCC3
6,.,2%,?,O=C(COc1cccnc1[N+](=O)[O-])Nc1cccc(S(=O)(=O)N2CCCCC2)c1
3,5%,8%,55,Nc1nonc1-c1noc(CCCN2C(=O)c3ccccc3C2=O)n1
.,3%,0%,.,COc1cc2c(cc1OC)Cc1cc(OC)c(OC)cc1Cc1cc(OC)c(OC)cc1C2
7,14%,-13%,37,Cc1ccc(S(=O)(=O)N(CCO)Cc2cc3ccc(C)c(C)c3[nH]c2=O)cc1
11,5%,2%,-87*,COc1ccc2nc3oc(C(=O)N4CCN(c5cccc(Cl)c5)CC4)cc3cc2c1
0,41%[activator],-4%,12,CC(C)c1ccc(NC(=O)NC2CCN(CC(=O)Nc3cccc4ccccc34)CC2)cc1
8,5%,5%,39,CCOC(=O)Cc1csc(NS(C)(=O)=O)n1
.,.,-1%,-80*,O=C(NCCO)C(=O)NCC1OCCCN1S(=O)(=O)c1cccs1 (stereo not given)
.,16%,-5%,.,Cc1noc(C)c1C(=O)N1CCC2(CC1)CN(Cc1cc(C(F)(F)F)cc(C(F)(F)F)c1)C2

IMPase cell inh,ALOX15B inhib,12-hLO inh,PNC assembly inh,mol
3,-9%,0%,38,CC(C)Oc1ccc(C(CC(=O)NCc2ccco2)c2ccccc2)cc1 (stereo not given)
.,-3%[11.4 µM],3%[11.4 µM],.,O=C1c2ccccc2C(=O)N1c1ccc(Cc2ccc(N3C(=O)c4ccccc4C3=O)cc2)cc1
.,-1%[11.4 µM],2%[11.4 µM],.,C[C@@]1(CO)[C@H](O)CC[C@]2(C)[C@@H]1CC[C@H]1C[C@H]3C[C@]12CC[C@]3(O)COC(=O)CN
4,12%,-5%,18,Cc1ccc(C(=O)Nc2ncnc3sc4c(c23)CCCCC4)cc1
.,.,-4%,-24,O=C1CC(c2ccco2)CC(O)=C1C=Nc1cc(Cl)ccc1Cl (stereo not given)
.,-3%[11.4 µM],3%[11.4 µM],.,CN(C)Cc1cc(Cl)c(O)c(CN(C)C)c1
5,10%,-1%,48,CN1CC(=O)N(C)c2nc(Br)n(C)c2C1=O
12,2%,0%,?,CCn1cc(Br)c(C(=O)Nc2cccc(SC)c2)n1
-5,-29%,-17%,?,O=C(NC(C(=O)N/N=C/c1c2ccccc2cc2ccccc12)c1n[nH]c(=O)c2ccccc12)c1ccccc1 (stereo not given)
20,6%,-4%,9,Cc1cccc(C(=O)Nc2ccc(CC(=O)O)cc2)c1
12,-2%,-7%,18,COCCCNC(=O)c1oc2ccc(S(=O)(=O)N(C)C3CCCCC3)cc2c1C
7,-2%,-4%,-16,Cc1ccc(S(=O)(=O)N/N=C\c2ccc(Cl)c([N+](=O)[O-])c2)cc1
-9,4%,2%,-1,CCOC(=O)c1[nH]c(=O)[nH]c1CSc1nc(C)cc(C)n1
3,-1%,-1%,-9,CCOc1cc(/C=N/NC(N)=O)ccc1OC(=O)c1ccc(C)cc1
-7,.,-2%,?,N#Cc1ccc(NC(=O)COC(=O)CCc2ccc(S(=O)(=O)N3CCCCC3)cc2)cc1
7,-1%,0%,40,O=c1oc2ccccc2c(Nc2ccc(O)cc2)c1[N+](=O)[O-]
0,-3%,1%,-28,CC(C)(C)n1nnnc1CN1C2CCC1CC(NC(=O)Nc1ccccc1)C2 (stereo not given)
-4[0.369 µM],.,2%,29,COc1ccc(OC)c(NS(=O)(=O)c2ccc(SC)cc2)c1
1,-3%,-3%,4,O=C(O)c1cc(-c2ccccc2)n(-c2ccccc2C(=O)O)n1
.,.,0%,?,CCOc1ccc(C(=O)NC(=S)Nc2ccc(NC(=O)C(C)C)cc2)cc1[N+](=O)[O-]
-3,-25%,-9%,37,CCOC(=O)CN(C(=O)CSc1nnc(-c2ccncc2)n1CCCN(C)C)c1ccccc1
-15,2%,3%,-27,CS(=O)(=O)C1=C(O)C(=O)N(c2ccccc2)C1c1ccccc1 (stereo not given)
-7,-5%,0%,24,CCOc1ccc(NC(=O)c2ccc3nccnc3c2)cc1
9,10µM*,?,-16,CCOC(=O)C1=C(O)c2ccccc2C(=O)/C1=C\c1ccc(CC)cc1
2,.,4%,-119*,CC(=O)NC(C)c1nc2ccccc2n1C(C)C (stereo not given)

# The final 5 compounds of the section above come first, to join the parts:
IMPase cell inh,ALOX15B inhib,12-hLO inh,PNC assembly inh,mol
-3,-25%,-9%,37,CCOC(=O)CN(C(=O)CSc1nnc(-c2ccncc2)n1CCCN(C)C)c1ccccc1
-15,2%,3%,-27,CS(=O)(=O)C1=C(O)C(=O)N(c2ccccc2)C1c1ccccc1 (stereo not given)
-7,-5%,0%,24,CCOc1ccc(NC(=O)c2ccc3nccnc3c2)cc1
9,10µM*,?,-16,CCOC(=O)C1=C(O)c2ccccc2C(=O)/C1=C\c1ccc(CC)cc1
2,.,4%,-119*,CC(=O)NC(C)c1nc2ccccc2n1C(C)C (stereo not given)
7,.,-2%,-14,Cc1ccc(CN2CCc3c(OCc4ccc(F)cc4)cccc3C2=O)cc1
7,.,-5%,?,CC(=O)c1c(C)oc2c1C(=O)c1ccccc1C2=O
-2,9%,-4%,13,COC(=O)c1ccccc1NC(NC(=O)c1ccco1)C(=O)c1ccc(C)cc1 (stereo not given)
3,-4%,-2%,27,CCC(=O)c1ccc(OCC(O)Cn2cnc3ccccc32)cc1 (stereo not given)
4,.,-8%,?,COc1ccc(C(=O)CN2CCN(S(=O)(=O)c3cccc([N+](=O)[O-])c3)CC2)cc1OC
-4,0%,-1%,21,CCOc1ccccc1C(=O)NC1CC2CCCC(C1)N2C1CC1 (stereo not given)
-7,19%,-5%,-14,CCNc1nc(NC(C)C)nc(Oc2ccc(OCCOc3ccccc3)nn2)n1
.,.,1%,0,CCC1(C)Cc2nc3[nH]c(=S)n(-c4ccccc4)c(=O)c3cc2CO1 (stereo not given)
.,.,-3%,85,CCCN(CC1CC1)C(=O)COC(=O)c1ccc(CNS(=O)(=O)c2ccc(F)c(Cl)c2)cc1
-18,-15%,2%,23,Cc1sc2nc3ccc(NCc4ccco4)nn3c(=O)c2c1C
5,.,4%,?,O=C(Nc1ccc(S(=O)(=O)Nc2nccs2)cc1)c1cc(-c2ccccc2)nc2ccccc12
4,-1%,-1%,0,CC(=O)c1cccc(N(C(=O)c2ccco2)C(C(=O)NC2CCCC2)c2ccncc2)c1 (stereo not given)
23,?,-7%,19,O=[N+]([O-])/C=C/c1cn(Cc2ccccc2)c2ccccc12
.,.,-5%,19,COc1ccc(/C=C2\C(=O)OCc3cc(OC)c(OC)cc32)cc1OC
8,-8%,-6%,1,CCOC(=O)N1CCC(NCCNC(=O)c2ccccc2)CC1
3,-4%,-6%,2,COc1ccc(OC(=O)c2cccc([N+](=O)[O-])c2)c(C(=O)/C=C/c2cccs2)c1
-5,2%,-3%,2,CCCC(C(=O)NCc1ccco1)N(C(=O)CNS(=O)(=O)c1ccccc1)c1ccccc1OC (stereo not given)

# For convenience, some entries already given:
IMPase cell inh,ALOX15B inhib,12-hLO inh,PNC assembly inh,mol
8,-8%,-6%,1,CCOC(=O)N1CCC(NCCNC(=O)c2ccccc2)CC1
3,-4%,-6%,2,COc1ccc(OC(=O)c2cccc([N+](=O)[O-])c2)c(C(=O)/C=C/c2cccs2)c1
-5,2%,-3%,2,CCCC(C(=O)NCc1ccco1)N(C(=O)CNS(=O)(=O)c1ccccc1)c1ccccc1OC (stereo not given)
